Assay outcomes as filed in PubChem.
RGS4 inh: inhibitors of human regulator of G protein signaling 4 | Transcreener GDP fluorescence polarization, RGS4-accelerated GTP hydrolysis | Potency, µM (top dose mostly 114 µM), for the others: at the top dose activity change, negative = inhibition, actives largely listed as inhibitors | 390,000 tested, 0.039% active | AID 504845; further: potency means the concentration at half of the fitted maximal effect; on the % scale 0 is the no-effect control and ±100 the full control effect; nearly all actives have a fitted effect of over 75% in size; some results filed as inactive show a strong effect at the top dose
Target sequence (P49798 whole entry, looked up): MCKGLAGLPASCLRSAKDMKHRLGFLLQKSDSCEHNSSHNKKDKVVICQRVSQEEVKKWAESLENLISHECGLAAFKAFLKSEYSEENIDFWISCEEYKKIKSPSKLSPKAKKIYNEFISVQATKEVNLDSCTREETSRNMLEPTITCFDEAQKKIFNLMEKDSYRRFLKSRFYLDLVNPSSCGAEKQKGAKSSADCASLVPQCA
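MLSMR compounds (23 nl, pin-transferred) preincubated 10 min at room temperature with a 500nM (2x) first reagent, then RGS4 at 900nM (2x) plus Transcreener GDP mix added; fluorescence polarization (620/688 nm) read before and after 90 min at 30 °C.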
Glioma ERSR ind: induces the endoplasmic reticulum stress response in human glioma cells; 420,000 tested, 0.02% active; Potency, µM, for the others: at the top dose activation, usual class: activators; U87-MG GRP78 promoter luciferase reporter, 16 h; further: potency means the concentration at half of the fitted maximal effect; series mostly up to about 76 µM; % of control where 0% means no effect; nearly all actives have a fitted effect of over 35% in size
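Stably transfected U87-MG glioma cells carrying a GRP78-based luciferase sensor; 16 h compound incubation. Luminescence end-point read 10 min after Bright-Glo addition at room temperature.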
mIDH1 inhibitor: blocks human mutant IDH1 R132H enzyme; O75874; IDH1-R132H enzyme, NADPH consumption, diaphorase/resazurin fluorescence; Potency, µM (top dose mostly 76.6 µM), for inactives: top-dose activity change, negative = inhibition, hits mostly inhibitors; 390,000 tested, 0.093% active; AID 602179; further: potency means the concentration at half of the fitted maximal effect; on the % scale 0 is the no-effect control and ±100 the full control effect; nearly all actives have a fitted effect of over 65% in size
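IDH1-R132H (0.5 ug/mL) preincubated 30 min with compound, then NADPH (0.016 mM) and alpha-KG (2 mM) added; 80 min at RT, pH 7.5. Remaining NADPH coupled via diaphorase/resazurin to fluorescence (540/590 nm); concentration-response curves normalized to no-enzyme control.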
TrxR1 substrate: substrates of rat thioredoxin reductase 1; O89049; purified TrxR1 substrate turnover, NADPH consumption readout; Potency, µM (highest dose often 114 µM), without a hit: top-dose activity change, negative = substrate turnover; 390,000 tested, 0.01% active; further: potency means the concentration at half of the fitted maximal effect; on the % scale 0 is the no-effect control and ±100 the full control effect; nearly all actives have a fitted effect of over 50% in size
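Rat TrxR1, dispensed at 90 nM, was prereduced with 400 uM NADPH (final) for 5 min at ~22 deg C, then incubated with compound 15 min before 400 uM selenite. A first-read NADPH fluorescence drop versus no-compound background flagged substrates.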
LDHA block: inhibitors of human lactate dehydrogenase A; AID 1347041; P00338; activity change, % (values are at about 110 or 230 µM); 480,000 tested, 0.15% active; purified LDHA, NADH/diaphorase-resazurin fluorescence; hits give low values; in the data active means activity change below about -30%; inconclusive means mostly about -25% to -30%;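 further: plate controls were DMSO wells for no effect and wells without enzyme for full effect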
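LDH5 2 nM; NADH 0.06 mM, pyruvate 0.2 mM; 200 mM Tris pH 7.4, EDTA, Tween-20; 5 min RT. Detection: diaphorase 0.133 mg/mL + resazurin 37 µM, fluorescence ex540/em590 at 0 and 20 min; normalized to enzyme-free and DMSO wells.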
Vif-APOBEC3G blk: Vif-A3G binding inhibition; HeLa A3G-eYFP + Vif (tagged APOBEC3G with the HIV-1 protein that degrades it), YFP fluorescence, overnight; Potency, µM (series often up to 46.1 µM), without a hit: at the highest dose activity, negative = active, most hits filed as inhibitors; 410,000 tested, 0.076% active; AID 602310;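 further: potency means the concentration at half of the fitted maximal effect; on the % scale 0 is the no-effect control and ±100 the full control effect; nearly all actives have a fitted effect of over 60% in size; hits raise eYFP signal because A3G escapes Vif-driven loss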
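Read-out is eYFP fluorescence (Ex 488/Em 500-530) from Vif-expressing HeLa A3G-eYFP cells; more signal means A3G escaped Vif-mediated degradation. Cells plated overnight, compound pinned in, incubated overnight at 37 deg C.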
rTrxR1 inhibitor: inhibitors of rat thioredoxin reductase 1; O89049; recombinant rTrxR1, NADPH fluorescence consumption, selenite substrate; Potency, µM (highest dose often 114 µM), inactives show at the top dose activity change, negative = inhibition, actives largely listed as inhibitors; 390,000 tested, 1% active; AID 588453; further: potency means the concentration at half of the fitted maximal effect; on the % scale 0 is the no-effect control and ±100 the full control effect; nearly all actives have a fitted effect of over 65% in size
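Rat TrxR1 (90 nM in the dispensed reagent) was pre-reduced with 400 uM NADPH for 5 min at room temperature, then incubated with compound for 15 min. After 400 uM selenite was added, NADPH fluorescence (Ex 340/Em 450 nm) was followed for 8 min.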
Vif-APOBEC3F blk: blocks the Vif interaction with APOBEC3F | HeLa A3F-eYFP + Vif (tagged APOBEC3F with the HIV-1 protein that degrades it), YFP fluorescence increase | Potency, µM (titrated, usually from 46.1 µM), for the others: at the highest dose activity, negative = active | 390,000 tested, 0.2% active; further: potency means the concentration at half of the fitted maximal effect; % of control where 0% means no effect; nearly all actives have a fitted effect of over 65% in size
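HeLa cells stably expressing Vif plus C-terminally eYFP-tagged A3F were seeded, incubated overnight at 37 deg C, dosed with compound, incubated overnight again at 37 deg C. Yellow fluorescence (Ex 488/Em 500-530) reported blocked Vif-mediated A3F-eYFP degradation.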
USP1-UAF1 inh: blocks the human USP1/UAF1 deubiquitinase complex; recombinant USP1/UAF1, Ub-Rhodamine cleavage fluorescence; Potency, µM (doses to about 57.1 µM), for inactives: top-dose activity change, negative = inhibition, hits mostly inhibitors; 390,000 tested, 0.23% active; further: potency means the concentration at half of the fitted maximal effect; on the % scale 0 is the no-effect control and ±100 the full control effect; nearly all actives have a fitted effect of over 60% in size; inactives centre near -12
Target sequence (O94782 whole entry, looked up): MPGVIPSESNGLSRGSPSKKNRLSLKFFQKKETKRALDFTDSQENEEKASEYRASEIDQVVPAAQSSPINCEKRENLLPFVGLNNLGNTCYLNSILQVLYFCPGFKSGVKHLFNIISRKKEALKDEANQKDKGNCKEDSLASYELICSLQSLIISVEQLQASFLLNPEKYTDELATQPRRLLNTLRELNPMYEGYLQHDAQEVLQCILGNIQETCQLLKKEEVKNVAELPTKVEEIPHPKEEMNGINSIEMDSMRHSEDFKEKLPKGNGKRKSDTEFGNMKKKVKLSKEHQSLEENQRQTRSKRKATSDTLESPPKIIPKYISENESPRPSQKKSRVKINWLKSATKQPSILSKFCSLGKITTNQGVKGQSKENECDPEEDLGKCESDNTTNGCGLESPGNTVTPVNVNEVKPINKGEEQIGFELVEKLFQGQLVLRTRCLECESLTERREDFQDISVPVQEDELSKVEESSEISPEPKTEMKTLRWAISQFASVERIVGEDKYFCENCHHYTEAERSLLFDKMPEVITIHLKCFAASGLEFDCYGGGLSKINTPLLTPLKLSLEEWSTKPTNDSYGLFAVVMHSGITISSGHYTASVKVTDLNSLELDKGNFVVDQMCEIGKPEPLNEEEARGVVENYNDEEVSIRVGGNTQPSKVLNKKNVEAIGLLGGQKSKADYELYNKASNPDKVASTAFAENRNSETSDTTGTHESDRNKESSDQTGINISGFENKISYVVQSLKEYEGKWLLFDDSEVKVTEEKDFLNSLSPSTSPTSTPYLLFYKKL
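In this screen, compounds sit with the deubiquitinase complex (1nM) for 15 min at room temperature before Ub-Rho is added at 150nM final. Fluorescence rise is then followed for 6 reads every 60 seconds.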
Starred values were filed as active, the others as inactive; ? = inconclusive; . = not tested or not shown; & = joins results of further samples; [ ] = remark or other dose. Unless noted, the call rests on the fitted dose curve; in most records, active means well fitted curve in the direction sought with a large enough effect; inconclusive means small, poorly fitted or top-dose-only effect, or another doubt; inactive means no such curve, though single readings can be large; an effect the other way counts as inactive or inconclusive.

SMILES | RGS4 inh | Glioma ERSR ind | mIDH1 inhibitor | TrxR1 substrate | LDHA block | Vif-APOBEC3G blk | rTrxR1 inhibitor | Vif-APOBEC3F blk | USP1-UAF1 inh
COc1ccccc1/C=C1\SC(=S)N(CC(=O)NC2CCS(=O)(=O)C2)C1=O (stereo not drawn) | -20% | -1% | -2% | -7% | 0 | 2% | 5% | -2% | -26%
Oc1c(C=C2N=c3ccccc3=N2)sc(=S)n1C1CCCCC1 | -11%&-1% | -2%&-6% | 0%&3% | -4%[0.457 µM] | -5&-8 | -6%&0% | 12%&4% | -12%&-1% | -12%&-13%
COc1cccc(CNC(=O)Cn2c(=O)n3nc(-c4cccc(C)c4)nc3c3ccccc32)c1 | 5% | 0% | -5% | 0%[57.1 µM] | -1 | -1% | 15%[57.1 µM] | 4% | -3%
COc1ccc(S(=O)(=O)N(CCc2ccccc2)CC(=O)NCc2ccccc2)cc1 | -14% | -2% | 0% | -3% | -1 | 1% | -1% | -1% | -7%
COc1cccc(OCCCOc2ccc([N+](=O)[O-])cc2Cl)c1 | 12% | -1% | -1% | -17% | -2 | ? | -13% | 1% | -6%
O=C(Cc1c(F)cccc1Cl)Nc1cccc(S(=O)(=O)NC2=NCCCCC2)c1 | -21% | -4% | 5% | -4% | 1 | -3% | -9% | 7% | -7%
CC(C)NS(=O)(=O)c1ccc(CCC(=O)N2CCC(C(N)=O)CC2)cc1 | -2% | -4% | 4% | 0% | -1 | -9% | 9% | 1% | -7%
CC1=NN(C(C#N)c2ccccc2)C(c2ccccc2)C1 (stereo not drawn) | 11% | -2% | -2% | 2% | 0 | -3% | 14% | -2% | -21%
Cc1cc(C)cc(NC(=O)Cn2c(C)cc(C)c(C#N)c2=O)c1 | 29% | -2% | 2% | 7%[57.1 µM] | -2 | 2% | 12%[57.1 µM] | 3% | -1%
COc1ccccc1CNC(=O)COC(=O)c1ccc(Cl)c(N)c1 | 0% | -1% | 1% | -2%[57.1 µM] | -8 | 0% | 14%[57.1 µM] | -4% | -4%
Cc1cccc(NC(=O)CCSc2ccccn2)c1 | 1% | 1% | 1% | 5%[57.1 µM] | -8 | 0% | 7%[57.1 µM] | 17% | -15%
CCCN1Cc2cccc(C(=O)NCc3ccc4c(c3)OCO4)c2C1=O | 17% | 1% | 12% | 4% | -3 | -17% | 12% | -27% | -9%
Cc1ccccc1Nc1c([N+](=O)[O-])cncc1[N+](=O)[O-] | -3% | -2% | -9% | -3% | 1 | 3% | 3% | -8% | -8%
CCN(CCn1cccn1)C(=O)CCc1nnc(C2CCCCC2)o1 | 2%[11.4 µM] | 9% | -6% | -2% | -5 | 2% | 14% | 3% | -7%
COc1ccc(NC(=O)CN(C)C(=O)c2cc(C)on2)cc1 | -3% | -2% | 0% | -7%[57.1 µM] | -16 | 1% | 6% | -24% | -8%
Cc1cccc(C)c1NC(=O)c1cccc(N2C(=O)C3CCC(C)CC3C2=O)c1 (stereo not drawn) | -39% | 0% | 5% | 1% | -2 | 0% | 7% | 7% | -10%
CC1(C)O[C@@H]2[C@H](O1)[C@@H](COS(=O)(=O)O)O[C@H]2n1ccc(=O)[nH]c1=O | 9% | -1% | 0% | 3% | -5 | 4% | 11% | 2% | -16%
CSc1cccc(NC(=O)C2CCCN2S(=O)(=O)c2ccc3c(c2)CCC(=O)N3)c1 (stereo not drawn) | -26% | -3% | 2% | 3% | 0 | 0% | -2% | -7% | 1%
O=C(NCCCN1CCCC1=O)Nc1ccc(F)c(Cl)c1 | -12% | 5% | 0% | 2%[57.1 µM] | -2 | 1% | 14%[57.1 µM] | -5% | -14%
CN(C)C(=O)c1ccc2c(c1)N(CC(=O)NCc1ccccc1Cl)C(=O)C1CCCCN21 (stereo not drawn) | 17% | -1% | -9% | 3%[57.1 µM] | -3 | 0% | 12%[57.1 µM] | -7% | -20%
CC(C)C[C@@H]1CN=C(N)N1C[C@@H]1CCCN1C[C@H](C)N1C[C@@H](Cc2ccccc2)N(CCCC2CCCC2)C1=N | 9% | -4% | -2%[38.3 µM] | -7% | 0 | 7% | -12% | 7% | ?
Cc1cccc(C)c1OCC(O)CN1CCN(C(=O)c2ccccc2)CC1 (stereo not drawn) | . | -5% | 6% | . | -1 | 0% | . | 2% | -27%
Cn1nc(C(C)(C)C)c(NC(=O)c2cccs2)c1C(C)(C)C | -17% | -3% | 3% | -19%[57.1 µM] | 1 | -4% | 9%[57.1 µM] | -15% | 1%
Clc1cccc(CN2C3=NCCCN3c3ccccc32)c1 | 6% | -7% | -7% | 5% | -3 | 1% | 10% | 3% | -5%
CCC(C)(C)NC(=O)CN(C(=O)CNS(=O)(=O)c1ccc(C)cc1)c1ccc2c(c1)OCCO2 | -8% | -4% | 3% | 6%[57.1 µM] | -2 | 0% | 3%[57.1 µM] | -22% | 3%
Cc1ccc(S(=O)(=O)NC(=O)COc2ccc([N+](=O)[O-])cc2)cc1 | 21% | -3% | -4% | -3% | -7 | 5% | 3% | -12% | -5%
COc1ccc(Cl)cc1C(=O)CSc1nnnn1C1CCCC1 | -34% | 1% | 8% | -5% | 6 | 1% | 8%[57.1 µM] | -3% | -20%
Cc1cc(C(C)(C)C)oc1C(=O)O | 1%[56.9 µM] | 1% | -4% | 2% | 3 | 4% | 19% | -9% | -21%
O=C(O)c1cn(C2CC2)c2cc(N3CCN(S(=O)(=O)c4ccc5c(c4)OCCO5)CC3)c(F)cc2c1=O | -9% | 2% | 0% | 110%[activator] | -4 | 4% | 9% | 4% | -4%
CC(C(=O)O)N1C(=O)C2C3CC(C2C1=O)C1C(c2ccccc2)c2sc(=O)[nH]c2SC31 (stereo not drawn) | 4% | -3% | 3% | 5% | -5 | 0% | 19% | -5% | 3%

Two entries from above in a different format:
Molecule	RGS4 inh	Glioma ERSR ind	mIDH1 inhibitor	TrxR1 substrate	LDHA block	Vif-APOBEC3G blk	rTrxR1 inhibitor	Vif-APOBEC3F blk	USP1-UAF1 inh
Clc1cccc(CN2C3=NCCCN3c3ccccc32)c1	6%	-7%	-7%	5%	-3	1%	10%	3%	-5%
CCC(C)(C)NC(=O)CN(C(=O)CNS(=O)(=O)c1ccc(C)cc1)c1ccc2c(c1)OCCO2	-8%	-4%	3%	6%[57.1 µM]	-2	0%	3%[57.1 µM]	-22%	3%

Other entries.
SMILES | RGS4 inh | Glioma ERSR ind | mIDH1 inhibitor | TrxR1 substrate | LDHA block | Vif-APOBEC3G blk | rTrxR1 inhibitor | Vif-APOBEC3F blk | USP1-UAF1 inh
O=C(C1CCCO1)N(c1ccc(F)cc1)C1C=CS(=O)(=O)C1 (stereo not drawn) | -1% | -2% | 4% | 5%[57.1 µM] | 2 | -2% | 28%[57.1 µM] | 0% | -21%
O=C(CN1CSCC1=O)N1CCN(S(=O)(=O)c2cccc(F)c2)CC1 | 12% | -4% | 1% | -2% | -5 | -3% | 19% | -7% | -11%
CCOC(=O)C1=C(CS(=O)(=O)c2cccc(C(F)(F)F)c2)NC(=O)NC1c1cccc(OC)c1 (stereo not drawn) | -1% | -2% | -2% | -8% | -4 | -1% | -6% | 0% | -13%
CSc1nnc(-c2ccccc2N=Cc2c(C)[nH]n(-c3ccccc3)c2=O)c(=O)[nH]1 | -17% | -1% | 3% | -12% | -3 | -1% | -7% | 3% | -15%
O=C(Nc1ccccc1)c1cccc(N2C(=O)C3C4C=CC(C5CC45)C3C2=O)c1 (stereo not drawn) | -17% | -1% | 9% | 3% | -7 | -6% | 18% | -9% | -24%
CN(C)CCCN(C(=O)c1ccc2c(c1)OCCO2)c1nc2cc3c(cc2s1)OCO3 | 26% | -2% | 2% | -5% | -8 | 1% | 2% | -2% | 4%
CC(C)CNC(=O)CC(=O)NN=C1CCCC1 | -3% | -1% | 6% | -9% | -6 | 1% | -7% | -15% | -2%
Nc1c(Cl)cc(Cl)cc1C(=O)OCC(=O)NC1CC1 | 12% | 1% | 19% | 267%[activator] | 0 | -1% | 74%[activator] | 3% | -2%
COCCN1CCC(CNCc2cn[nH]c2-c2ccc(C)c(C)c2)C1 (stereo not drawn) | 9% | -3% | -1% | -2% | -2 | 2% | 3% | -7% | -19%
CCc1ccc(S(=O)(=O)NCCc2csc(-c3ccccc3)n2)s1 | -10% | 0% | 6% | -7% | 0 | 2% | 3% | -2% | ?
CC(Sc1n[nH]c(=O)[nH]c1=O)C(=O)OCc1ccccc1 (stereo not drawn) | -2% | -3% | 2% | -10% | -3 | 2% | -3% | 1% | -21%
Cc1ccc(-c2cc(C(=O)NCc3ccccc3)c3c(-c4ccc(C)cc4)[nH]nc3n2)cc1 | -10% | -2% | -14% | 9%[57.1 µM] | -11 | 3% | 20%[57.1 µM] | 7% | -17%
O=C(c1ccc2nc(Cc3cccc(Cl)c3)oc2c1)N1CCC(O)CC1 | -7% | -2% | -7% | -2% | -7 | 2% | 7% | 0% | -7%
C/C(=N/NC(=O)c1nnn(-c2nonc2N)c1COc1ccccc1)c1ccccc1 | 15% | -4% | -7% | 1% | -9 | 3% | 36% | 0% | -15%
CCCCOc1ccc(-c2nnc(-c3cc[n+](C)cc3)o2)cc1 | -1% | -3% | 12% | 4%[57.1 µM] | -7 | -1% | 17%[57.1 µM] | 1% | -9%

This is a subset; the hit share may differ from the screen's.
